Assay outcomes: PubChem, The Scripps Research Institute Molecular Screening Center
PAD4 inh = human PAD4 inhibitors, primary screen, biochemical, fluorescence polarization, 1536-well format | Protein-arginine deiminase type-4 (Homo sapiens), Q9UM07 | recombinant PAD4, RCA probe fluorescence polarization | inhibition, % at 6.36 µM | 330,000 tested, 0.41% active | AID 485272, 2010;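 active = percent inhibition above a cutoff equal to the mean of all tested compounds plus 3 SD, cut at about 15% in these data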;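 note: 0% = PAD4 with RCA probe and DMSO and 100% = probe without PAD4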
PAFAH1B3 FP inh = PAFAH1B3 enzyme inhibitors, primary screen, biochemical, fluorescence polarization, human | Platelet-activating factor acetylhydrolase IB subunit alpha1 (Homo sapiens), Q15102 | recombinant PAFAH1B3, FP-rhodamine probe | inhibition, % at 3.39 µM | 340,000 tested, 0.28% active;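 active = inhibition above the screen-wide average of all tested compounds plus 3 SD, cut at about 25% in these data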;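 note: 0% = enzyme with DMSO only and 100% = wells lacking PAFAH1B3 protein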
PREPL inh = PREPL enzyme inhibitors, primary screen, biochemical, fluorescence polarization; Prolyl endopeptidase-like (Homo sapiens), Q4J6C6; recombinant PREPL, fluorescence polarization activity-based probe; inhibition, % at 5.96 µM; 320,000 tested, 0.68% active; in the data active = inhibition above about 43%;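 note: 0% = enzyme with DMSO and 100% = wells lacking enzyme; many of its hits are not listed in these tables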
Target sequence (Q4J6C6 whole entry, looked up): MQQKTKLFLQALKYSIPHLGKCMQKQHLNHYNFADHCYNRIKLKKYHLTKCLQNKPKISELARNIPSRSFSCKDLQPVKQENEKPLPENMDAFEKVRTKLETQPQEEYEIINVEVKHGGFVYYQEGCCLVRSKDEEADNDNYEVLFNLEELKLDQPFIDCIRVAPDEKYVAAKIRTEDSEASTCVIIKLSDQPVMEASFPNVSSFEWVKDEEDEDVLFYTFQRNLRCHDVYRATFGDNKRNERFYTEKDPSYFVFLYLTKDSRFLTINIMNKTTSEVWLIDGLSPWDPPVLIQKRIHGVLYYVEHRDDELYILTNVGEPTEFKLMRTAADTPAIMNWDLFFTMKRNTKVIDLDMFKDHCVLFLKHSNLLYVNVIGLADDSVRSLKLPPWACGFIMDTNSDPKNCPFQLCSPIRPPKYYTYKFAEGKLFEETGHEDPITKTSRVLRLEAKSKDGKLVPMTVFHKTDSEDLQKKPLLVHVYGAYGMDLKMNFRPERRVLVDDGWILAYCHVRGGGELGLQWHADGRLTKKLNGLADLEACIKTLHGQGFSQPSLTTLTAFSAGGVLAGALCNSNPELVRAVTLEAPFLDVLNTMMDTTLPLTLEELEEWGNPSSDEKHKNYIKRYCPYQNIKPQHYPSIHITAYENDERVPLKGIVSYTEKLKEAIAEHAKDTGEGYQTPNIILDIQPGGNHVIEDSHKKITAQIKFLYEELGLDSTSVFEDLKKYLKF
LYPLA2 counter = LYPLA2 inhibitors, primary screen, counter-screen for PME1 inhibitor project, biochemical, fluorescence polarization, FP-Rh probe ABPP. Acyl-protein thioesterase 2 (Homo sapiens), O95372. recombinant LYPLA2. inhibition, % at 5.9 µM. 320,000 tested, 0.38% active. AID 2177, 2009;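 active = inhibition above the screen-wide mean plus 3 SD, limit set per campaign, cut at about 26% in these data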;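 note: 0% = LYPLA2 with DMSO and 100% = wells lacking LYPLA2 enzyme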
ZTA counter = ZTA (EBV) inhibition in EBNA-1 counter-screen; inhibition, % at 11 µM; ZTA-DNA binding, fluorescence polarization; 320,000 tested, 0.15% active; P03206; AID 2234; in the data active = inhibition above about 33%
Target sequence (P03206 whole entry, looked up): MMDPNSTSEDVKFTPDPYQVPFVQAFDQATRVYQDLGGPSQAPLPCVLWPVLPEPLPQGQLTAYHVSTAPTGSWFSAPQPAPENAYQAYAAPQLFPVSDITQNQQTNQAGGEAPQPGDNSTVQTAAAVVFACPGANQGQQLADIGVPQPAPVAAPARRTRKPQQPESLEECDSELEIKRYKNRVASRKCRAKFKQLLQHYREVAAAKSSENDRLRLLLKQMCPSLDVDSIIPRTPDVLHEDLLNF
PAFAH2 FP inh = PAFAH2 enzyme inhibitors, primary screen, biochemical, fluorescence polarization, human | inhibition, % at 3.39 µM | 340,000 tested, 0.99% active | recombinant PAFAH2, FP-rhodamine activity probe;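 active = inhibition above the mean over all tested compounds plus 3 SD, cut at about 30% in these data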;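 note: inhibitors block probe labeling of enzyme so polarization drops; 0% = enzyme with DMSO and 100% = wells lacking PAFAH2 protein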
GSTO1 inh = inhibitors of recombinant GSTO1, primary screen, counter-screen for RBBP9 inhibitor project, biochemical, fluorescence polarization. Glutathione S-transferase omega-1 (Homo sapiens), P78417. activity-based probe fluorescence polarization. inhibition, % at 5.96 µM. 300,000 tested, 1.1% active. AID 1974, 2009;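 active = inhibition above the campaign mean inhibition plus 3 SD, cut at about 35% in these data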;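 note: 0% = GSTO1-1 with DMSO and 100% = wells lacking GSTO1-1 enzyme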
EBNA-1 inh = EBNA-1 DNA-binding inhibitors, primary screen, biochemical, fluorescence polarization; inhibition, % at 14.8 µM; 300,000 tested, 0.34% active; AID 1950, 2009; in the data active = inhibition above about 28%
LYPLA1 counter = LYPLA1 inhibitors, primary screen, counter-screen for PME1 inhibitor project, biochemical, fluorescence polarization, FP-Rh probe ABPP | AID 2174, 2009 | recombinant LYPLA1 | 320,000 tested, 0.16% active | inhibition, % at 5.9 µM;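 active = inhibition above the mean of all tested compounds plus 3 SD, set per campaign, cut at about 14% in these data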;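 note: inhibitors block serine hydrolase probe labeling of LYPLA1 so polarization falls; 0% = enzyme with DMSO and 100% = wells lacking LYPLA1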
* marks the source's active call; other numbers are inactive results. Not all compounds are listed; rates above refer to the full screens.

How did Nc1c(C(=O)CSc2nc3ccccc3o2)c(=O)[nH]c(=O)n1C1CC1 do in these assays?
PAD4 inh: -2; PAFAH1B3 FP inh: 0; PREPL inh: 0; LYPLA2 counter: -3; ZTA counter: -5; PAFAH2 FP inh: -2; LYPLA1 counter: -5

How did CC(C)NC(=O)NC(=O)COC(=O)c1cc[n+]([O-])cc1 do in these assays?
PAD4 inh: 1; PAFAH1B3 FP inh: 5; PREPL inh: 0; LYPLA2 counter: 5; ZTA counter: 12; PAFAH2 FP inh: -6; GSTO1 inh: 6; EBNA-1 inh: 2; LYPLA1 counter: -1

What do the screens show for `O=C(O)c1cccc(NC(=O)c2cc(-c3cccc(Cl)c3)nc3ccccc23)c1`?
PAD4 inh: -4; PAFAH1B3 FP inh: 7; PREPL inh: 11; LYPLA2 counter: -5; ZTA counter: 8; PAFAH2 FP inh: -6; GSTO1 inh: -23; EBNA-1 inh: -4; LYPLA1 counter: -6

What do the screens show for `Cc1ccccc1NC(=O)CCS(=O)(=O)c1cccc2nonc12`?
PAD4 inh: 2; PAFAH1B3 FP inh: -2; PREPL inh: 26; LYPLA2 counter: 2; ZTA counter: -15; PAFAH2 FP inh: 3; GSTO1 inh: 8; EBNA-1 inh: 12; LYPLA1 counter: -3

What do the screens show for `O=S(=O)(c1ccc2c(c1)OCCO2)N1CCC(c2nc3ccccc3[nH]2)CC1`?
PAD4 inh: 1; PAFAH1B3 FP inh: 9; PREPL inh: 6; LYPLA2 counter: 0; ZTA counter: -6; PAFAH2 FP inh: 0; GSTO1 inh: 0; EBNA-1 inh: 20; LYPLA1 counter: 0

What do the screens show for `COc1cc(NS(=O)(=O)c2cc(C)ccc2OC)c(OC)cc1Cl`?
PAD4 inh: 7; PAFAH1B3 FP inh: 9; PREPL inh: -10; LYPLA2 counter: 2; ZTA counter: -5; PAFAH2 FP inh: 2; GSTO1 inh: 4; EBNA-1 inh: -11; LYPLA1 counter: 1

How did O=C(CNc1ccc2ccccc2c1)N/N=C/c1ccncc1 do in these assays?
PAD4 inh: -4; PAFAH1B3 FP inh: 1; PREPL inh: -17; LYPLA2 counter: -1; ZTA counter: -12; PAFAH2 FP inh: -6; GSTO1 inh: 1; EBNA-1 inh: -11; LYPLA1 counter: 1

Results for Cc1ccc(-n2nnnc2CNC(=O)C2CC(=O)N(c3ccccc3)C2)cc1C (stereo not drawn) ?
PAD4 inh: -1; PAFAH1B3 FP inh: 0; PREPL inh: -8; LYPLA2 counter: -9; ZTA counter: 10; PAFAH2 FP inh: -5; GSTO1 inh: -7; EBNA-1 inh: 5; LYPLA1 counter: 0

How did COc1ccccc1N1CCN(CC(=O)Nc2ccc(CN3CCCCC3)cc2)CC1 do in these assays?
PAD4 inh: 2; PAFAH1B3 FP inh: 8; PREPL inh: 9; LYPLA2 counter: -4; ZTA counter: -12; PAFAH2 FP inh: 1; GSTO1 inh: 3; EBNA-1 inh: -3; LYPLA1 counter: -1

Results for CCOC(=O)c1ccc(Nc2cc(C)nc(C)c2C(=O)OCC)cc1 ?
PAD4 inh: -1; PAFAH1B3 FP inh: 9; PREPL inh: 2; LYPLA2 counter: 4; ZTA counter: -5; PAFAH2 FP inh: -2; GSTO1 inh: 0; EBNA-1 inh: 0; LYPLA1 counter: 2

How did O=[N+]([O-])c1ccc2nc(SCc3ccccc3Cl)sc2c1 do in these assays?
PAD4 inh: 1; PAFAH1B3 FP inh: -2; PREPL inh: 20; LYPLA2 counter: 1; ZTA counter: 4; PAFAH2 FP inh: -3; GSTO1 inh: -4; EBNA-1 inh: -2; LYPLA1 counter: -2

How did O=C(c1ccc(Cl)cc1)C1CCN(C(=O)C2CC2)CC1 do in these assays?
PAD4 inh: -3; PAFAH1B3 FP inh: 5; PREPL inh: -10; LYPLA2 counter: 0; ZTA counter: -7; PAFAH2 FP inh: 1; GSTO1 inh: 6; EBNA-1 inh: -4; LYPLA1 counter: -2

Results for COc1ccc(C2CC(=O)c3cnc(N4CCN(Cc5ccccc5)CC4)nc3C2)cc1 (stereo not drawn) ?
PAD4 inh: -2; PAFAH1B3 FP inh: 12; PREPL inh: -6; LYPLA2 counter: 3; ZTA counter: 2; PAFAH2 FP inh: -1; GSTO1 inh: 1; EBNA-1 inh: -9; LYPLA1 counter: 1

Results for CCCC(=O)C1=C(O)C(C(=O)OC)C(C)(C)CC1=NC(C)C (stereo not drawn) ?
PAD4 inh: 1; PAFAH1B3 FP inh: -4; PREPL inh: 15; LYPLA2 counter: -4; ZTA counter: -2; PAFAH2 FP inh: 0; GSTO1 inh: 2; EBNA-1 inh: 2; LYPLA1 counter: -3

What do the screens show for `O=C(N/N=C/c1ccc(O)c(O)c1)c1cc(-c2ccccc2)nc2ccccc12`?
PAD4 inh: -4; PAFAH1B3 FP inh: 11; PREPL inh: 10; LYPLA2 counter: -7; ZTA counter: 10; PAFAH2 FP inh: 12; GSTO1 inh: 21; EBNA-1 inh: 18; LYPLA1 counter: -7

How did O=C1CC(C(=O)Nc2ccccc2)S/C(=N\NC(=O)c2ccccc2Cl)N1 (stereo not drawn) do in these assays?
PAD4 inh: 1; PAFAH1B3 FP inh: 8; PREPL inh: -7; LYPLA2 counter: -6; ZTA counter: 12; PAFAH2 FP inh: -1; GSTO1 inh: 6; EBNA-1 inh: -3; LYPLA1 counter: -2

Results for CCc1ccccc1NC(=O)N1CCc2ccccc21 ?
PAD4 inh: 3; PAFAH1B3 FP inh: 0; PREPL inh: -10; LYPLA2 counter: 8; ZTA counter: 7; PAFAH2 FP inh: 3; GSTO1 inh: 2; EBNA-1 inh: 1; LYPLA1 counter: 1

How did O=C(O)c1ccc(/C=N/N2CCN(C3c4ccccc4-c4ccccc43)CC2)cc1 do in these assays?
PAD4 inh: 5; PAFAH1B3 FP inh: 9; PREPL inh: -1; LYPLA2 counter: -7; ZTA counter: 3; PAFAH2 FP inh: -6; GSTO1 inh: 8; EBNA-1 inh: 1; LYPLA1 counter: -2

How did O=C(NN1C(=O)/C(=C/c2cc([N+](=O)[O-])ccc2O)SC1=S)c1ccccc1O do in these assays?
PAD4 inh: -5; PREPL inh: -1; LYPLA2 counter: -1; ZTA counter: 19; GSTO1 inh: 67*; EBNA-1 inh: 4; LYPLA1 counter: -7

Results for CS(=O)(=O)N1CCN(c2ccccc2NC(=O)Nc2cccc(Cl)c2)CC1 ?
PAD4 inh: -5; PAFAH1B3 FP inh: 0; PREPL inh: 6; LYPLA2 counter: -15; ZTA counter: 0; PAFAH2 FP inh: -4; GSTO1 inh: -11; EBNA-1 inh: -1; LYPLA1 counter: -22

How did COc1cc(/C=N/NC(=O)c2cccc(NC(=O)c3ccccc3)c2)ccc1O do in these assays?
PAD4 inh: -7; PAFAH1B3 FP inh: -1; PREPL inh: 12; LYPLA2 counter: 8; ZTA counter: 4; PAFAH2 FP inh: -12; GSTO1 inh: -4; EBNA-1 inh: 5; LYPLA1 counter: -5

What do the screens show for `OC1(c2cccc(C(F)(F)F)c2)CCNCC1`?
PAD4 inh: 3; PAFAH1B3 FP inh: 2; PREPL inh: 2; LYPLA2 counter: 0; ZTA counter: 5; PAFAH2 FP inh: 3; GSTO1 inh: 3; EBNA-1 inh: 6; LYPLA1 counter: 1

Results for O=C1[C@@H]2Cc3c([nH]c4ccccc34)C(c3ccccc3)N2C(=O)CN1CCO (stereo partly drawn) ?
PAD4 inh: -1; PAFAH1B3 FP inh: 6; PREPL inh: -3; LYPLA2 counter: 5; ZTA counter: -13; PAFAH2 FP inh: 3; GSTO1 inh: 3; EBNA-1 inh: 9; LYPLA1 counter: 2

How did Cc1nc(C)c(C(=O)OCC(=O)NCCc2ccc(S(N)(=O)=O)cc2)s1 do in these assays?
PAD4 inh: -1; PAFAH1B3 FP inh: 9; PREPL inh: -1; LYPLA2 counter: -7; ZTA counter: 4; PAFAH2 FP inh: 9; LYPLA1 counter: -3

What do the screens show for `COc1ccc(C2CC(c3cccs3)=NN2C(=O)CSc2nc(=O)n3ccc(C)cc3n2)cc1` (stereo not drawn)?
PAD4 inh: -5; PAFAH1B3 FP inh: 3; PREPL inh: 20; LYPLA2 counter: -10; ZTA counter: -5; PAFAH2 FP inh: 9; GSTO1 inh: -2; EBNA-1 inh: -8; LYPLA1 counter: -1

What do the screens show for `Cc1ccc2nc(N/N=C/c3ccco3)cc(C)c2c1`?
PAD4 inh: -4; PAFAH1B3 FP inh: 14; PREPL inh: 22; LYPLA2 counter: -1; ZTA counter: -27; PAFAH2 FP inh: -3; GSTO1 inh: 5; EBNA-1 inh: 1; LYPLA1 counter: 2

How did COC(=O)c1ccc(NC(=O)COc2cccc(-n3cnnn3)c2)cc1 do in these assays?
PAD4 inh: 0; PAFAH1B3 FP inh: -5; PREPL inh: 3; LYPLA2 counter: 0; ZTA counter: 15; PAFAH2 FP inh: -1; GSTO1 inh: 0; EBNA-1 inh: 1; LYPLA1 counter: -3

What do the screens show for `O=C(NNC(=O)c1ccccc1O)c1ccc(S(=O)(=O)Nc2ccccc2)cc1`?
PAD4 inh: 0; PAFAH1B3 FP inh: 4; PREPL inh: 10; LYPLA2 counter: -4; ZTA counter: 2; PAFAH2 FP inh: 11; GSTO1 inh: 17; EBNA-1 inh: -9; LYPLA1 counter: 1

What do the screens show for `N#Cc1cccc(CN2CCC(=O)N([C@H](CO)Cc3ccccc3)CC2)c1`?
PAD4 inh: -1; PAFAH1B3 FP inh: -2; PREPL inh: 6; LYPLA2 counter: -1; ZTA counter: 6; PAFAH2 FP inh: 2; GSTO1 inh: -2; EBNA-1 inh: 5; LYPLA1 counter: -2

How did Cn1nnc2cc(NC(=O)NCc3ccc4c(c3)OCO4)ccc21 do in these assays?
PAD4 inh: 4; PAFAH1B3 FP inh: 3; PREPL inh: 33; LYPLA2 counter: 4; ZTA counter: -5; PAFAH2 FP inh: 2; GSTO1 inh: -4; EBNA-1 inh: -3; LYPLA1 counter: -3

How did Cn1c(=O)c2c(ncn2CCN(CCO)Cc2ccccc2)n(C)c1=O do in these assays?
PAD4 inh: 3; PAFAH1B3 FP inh: 10; PREPL inh: -2; LYPLA2 counter: 5; ZTA counter: -25; PAFAH2 FP inh: 6; GSTO1 inh: 4; EBNA-1 inh: 10; LYPLA1 counter: 0

Results for Cc1cc(OCC(=O)N2CCC(C(=O)O)CC2)c2c(C)cc(=O)oc2c1 ?
PAD4 inh: 2; PAFAH1B3 FP inh: -2; PREPL inh: 7; LYPLA2 counter: 4; ZTA counter: -5; PAFAH2 FP inh: -2; GSTO1 inh: -2; EBNA-1 inh: -13; LYPLA1 counter: -2

2 compounds picked at random from the list so far:
How did Cn1c(=O)c2c(ncn2CCN(CCO)Cc2ccccc2)n(C)c1=O do in these assays?
PAD4 inh: 3; PAFAH1B3 FP inh: 10; PREPL inh: -2; LYPLA2 counter: 5; ZTA counter: -25; PAFAH2 FP inh: 6; GSTO1 inh: 4; EBNA-1 inh: 10; LYPLA1 counter: 0

How did O=C(c1ccc(Cl)cc1)C1CCN(C(=O)C2CC2)CC1 do in these assays?
PAD4 inh: -3; PAFAH1B3 FP inh: 5; PREPL inh: -10; LYPLA2 counter: 0; ZTA counter: -7; PAFAH2 FP inh: 1; GSTO1 inh: 6; EBNA-1 inh: -4; LYPLA1 counter: -2
